# BCR signal inh: chronic active BCR signaling inhibition; ABC-DLBCL IkBa-CBG/CBR reporter, luminescence ratio, 4 h; Potency, µM (titrated, usually from 46.1 µM), without a hit: at the highest dose ratio change, negative = lower green/red ratio, hits mostly inhibitors; AID 493014; 0.05% of 340,000 active; active = well fitted inhibition curve with a large enough effect in the signal ratio, with a control signal flat, not every such curve was filed as active; inconclusive = small, poorly fitted or top-dose-only effect, or effect the other way, or a change in a side signal; the % refers to the signal ratio;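 note: potency is the fitted concentration of half-maximal effect; plate controls were basal doxycycline-induced cells for no effect and cells given 10 µM MG132 for full effect; MG132 reads +100%, hits lower the ratio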
#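 Doxycycline induced both beetle luciferases in TMD8 lymphoma cells; IKK-driven degradation limits the IkappaBalpha-fused green signal, while red luminescence normalises for cell number and nonspecific effects. Compounds tested up to 46 uM, 4 hrs.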
# ASM inhibitor: blocks human secretory acid sphingomyelinase; P17405; placental ASM, HMU-PC fluorogenic substrate, 60 min; Potency, µM (doses to about 57.5 µM), without a hit: at the highest dose activity change, negative = inhibition, hits mostly inhibitors; 0.006% of 340,000 active; AID 504937; note: potency is the fitted concentration of half-maximal effect
#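 Steps: dispense placental human ASM, pin compound, wait 10 min at room temperature, add HMU-PC0 substrate at 9 uM final, incubate 60 min at 37 °C, add stop solution raising pH to 10, read fluorescence.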
# hERG WT inh: inhibitors of human wildtype KCNH2 potassium channel; U2OS, BacMam KCNH2, thallium flux FluxOr; hits give low values; 0.37% of 340,000 active; activity change, % at 1.84 µM; Q12809;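 active = maximum activity change below -70%; inconclusive = maximum activity change between -70% and -50%; inactive = maximum activity change above -50%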; note: % is set by controls: 0 for no effect and ±100 for the full control effect
#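 U2OS cells transduced with wild-type KCNH2 virus are loaded with FluxOr dye for 45 min, and thallium flux is measured in kinetic reads before and after stimulation buffer. Rate constants are normalized to DMSO controls.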
# TSHR antag: blocks TSH signaling through the human TSH receptor | activity change, negative = inhibition, % at 11.5 µM | TSHR-expressing cells, TSH-stimulated cAMP HTRF, 2 h; hits give low values | AID 504810 | 0.2% of 330,000 active;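 active = activity change below a set negative limit, meaning inhibition stronger than a set level, cut at about -70% in these data; inconclusive = activity change between two set negative limits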; note: % is set by controls: 0 for no effect and ±100 for the full control effect
#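 Freshly harvested TSHR cells receive pin-tooled compound, then EC80 TSH at 4nM final. After 2 hours at 37 deg C, antibody in lysis buffer and cAMP-d2 are added; 30 minutes at ambient temperature precede the HTRF read.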
# MBNL1 CUG block: inhibitors of human MBNL1 binding to CUG repeat RNA; TR-FRET MBNL1-His/biotin-(CUG)12 binding, 665/545 ratio; Potency, µM (top dose mostly 57.5 µM), without a hit: top-dose activity change, negative = inhibition, most hits filed as inhibitors; 0.036% of 280,000 active; AID 2675; active = well fitted inhibition curve with a large enough effect in the signal ratio, with a control signal flat, not every such curve was filed as active; inconclusive = small, poorly fitted or top-dose-only effect, or effect the other way, or a change in a side signal; inactive = no such curve, though single readings can be large or run the other way; the % refers to the signal ratio; note: potency is the fitted concentration of half-maximal effect; % is set by controls: 0 for no effect and ±100 for the full control effect
# Target sequence (Q9NR56 whole entry, looked up): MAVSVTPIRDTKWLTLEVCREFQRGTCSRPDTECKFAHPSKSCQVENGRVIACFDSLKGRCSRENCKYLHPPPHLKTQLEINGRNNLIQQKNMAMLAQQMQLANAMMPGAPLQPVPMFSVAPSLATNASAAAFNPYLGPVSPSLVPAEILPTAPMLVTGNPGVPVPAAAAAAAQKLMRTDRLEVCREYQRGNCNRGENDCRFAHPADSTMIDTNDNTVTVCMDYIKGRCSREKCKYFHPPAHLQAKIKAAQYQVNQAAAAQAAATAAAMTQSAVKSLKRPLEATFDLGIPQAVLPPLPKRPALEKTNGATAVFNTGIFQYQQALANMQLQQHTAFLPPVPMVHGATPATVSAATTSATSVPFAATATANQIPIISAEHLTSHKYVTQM
#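 Ratiometric TR-FRET (665 over 545 nm, excitation 340 nm) tracks disruption of MBNL1-His/biotin-(CUG)12 complex after 60 min at room temperature, with compounds at 92 nM to 58 uM final.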
# USP2a block: USP2a (human) protease inhibition. O75604. USP2 core, Ub-CHOP2 coupled fluorogenic reporter, 485/531. AID 463254. Potency, µM (series often up to 38.3 µM), for inactives: at the top dose activity change, negative = inhibition, actives largely listed as inhibitors. 0.01% of 330,000 active;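 note: potency is the fitted concentration of half-maximal effect; plate controls were DMSO wells for no effect and full inhibition by NEM control for full effect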
# Target sequence (O75604 whole entry, looked up): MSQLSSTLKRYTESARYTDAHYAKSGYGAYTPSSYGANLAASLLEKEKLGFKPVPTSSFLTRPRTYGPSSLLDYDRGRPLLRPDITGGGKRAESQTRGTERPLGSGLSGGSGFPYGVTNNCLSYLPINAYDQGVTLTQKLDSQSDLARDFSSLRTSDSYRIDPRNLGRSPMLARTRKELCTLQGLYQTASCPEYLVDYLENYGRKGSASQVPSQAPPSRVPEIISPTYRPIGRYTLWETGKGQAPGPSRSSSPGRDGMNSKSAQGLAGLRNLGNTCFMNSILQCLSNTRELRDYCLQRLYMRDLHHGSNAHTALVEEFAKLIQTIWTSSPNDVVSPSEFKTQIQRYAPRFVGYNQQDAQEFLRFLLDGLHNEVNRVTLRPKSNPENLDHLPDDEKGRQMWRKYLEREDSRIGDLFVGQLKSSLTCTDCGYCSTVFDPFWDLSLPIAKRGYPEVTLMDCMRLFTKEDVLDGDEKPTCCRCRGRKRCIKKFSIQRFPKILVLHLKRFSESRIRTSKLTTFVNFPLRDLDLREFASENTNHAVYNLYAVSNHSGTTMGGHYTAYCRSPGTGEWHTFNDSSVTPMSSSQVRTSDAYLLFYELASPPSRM
#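 Cell-free coupled assay: 10nM USP2 core preincubated 30min RT with compound in Tris-HCl pH 8.0/CaCl2/CHAPS buffer, then 25nM Ub-CHOP2 and 25nM reporter substrate; fluorescence (Ex 485/Em 531) read after 60min RT, normalized to NEM inhibition, concentration-response curves fitted.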
# Mito fusion act: mitochondrial division inhibition or fusion activation | Potency, µM (doses to about 46.1 µM), inactives show at the highest dose growth rescue (activation), most hits filed as activators | S. cerevisiae fusion-defective mutant growth rescue, CellTiterGlo 48 h | 0.23% of 320,000 active | AID 485298;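 note: potency is the fitted concentration of half-maximal effect; % of control where 0% means no effect; nearly all actives have a fitted effect of over 45% in size; temperature-sensitive fusion mutants such as fzo1-1 at 37 °C on non-fermentable ethanol glycerol medium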
#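 Yeast fusion mutant, YPEG (non-fermentable carbon), compound, 48 h at 37C non-permissive; CellTiterGlo added, 10 min RT, luminescence read. Rescued growth = division inhibition.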
# PKM2 act: PKM2 (human) enzyme activation; 0.34% of 260,000 active; AID 1631; purified PKM2, Kinase-Glo ATP luminescence, activation; response scale: 0% is enzyme alone, no compound; Potency, µM (highest dose often 57.5 µM), for the others: top-dose activation, hits mostly activators; P14618; note: potency is the fitted concentration of half-maximal effect; % is set by controls: 0 for no effect and ±100 for the full control effect; nearly all actives have a fitted effect of over 55% in size
#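 hPK-M2, >95% pure; 0.1 mM ADP / 0.5 mM PEP final; imidazole pH7.2 buffer w/ 7 mM MgCl2, 50 mM KCl; 1 h RT; Kinase-Glo lum. Intermediate enzyme activity for dual inhibitor/activator qHTS.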
# Menin-MLL TR inh: displaces Texas Red mutant MLL peptide from human menin; Menin + Texas Red MLL mutant peptide, fluorescence polarization; Potency, µM (doses to about 61.6 µM), inactives show at the highest dose FP activity change, negative = inhibition, most hits filed as inhibitors; 0.23% of 270,000 active; AID 1768; active = well fitted inhibition curve with a large enough effect in the polarisation, with a control signal flat, not every such curve was filed as active; inconclusive = small, poorly fitted or top-dose-only effect, or effect the other way, or a change in a side signal; inactive = no such curve, though single readings can be large or run the other way; the % refers to the polarisation; note: potency is the fitted concentration of half-maximal effect; % of control where 0% means no effect; many of its hits are not listed in these tables
# GALK inhibitor: galactokinase (human) inhibition. P51570. Purified GALK, Kinase-Glo residual ATP luminescence. Potency, µM (top dose mostly 57.5 µM), inactives show at the highest dose activity change, negative = inhibition, hits mostly inhibitors. 0.007% of 270,000 active. AID 1868; note: potency is the fitted concentration of half-maximal effect; % is set by controls: 0 for no effect and ±100 for the full control effect
#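 The enzyme phosphorylates galactose (100 uM) using ATP (35 uM); inhibition is detected as higher residual ATP, quantified by bioluminescence after 1 h reaction at room temperature, pH 8.0.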
# Eya2 phos inh: blocks the phosphatase activity of human Eya2 | 0.006% of 330,000 active | recombinant Eya2, OMFP fluorescence dephosphorylation (OMFP is methylfluorescein phosphate) | Potency, µM (doses to about 76.9 µM), for the others: at the top dose activity, negative = inhibition, usual class: inhibitors | O00167; note: potency is the fitted concentration of half-maximal effect; % is set by controls: 0 for no effect and ±100 for the full control effect
#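 Eya2 protein (added as 0.2 uM solution) was preincubated with compound for 10 min at ambient temperature in 50 mM HEPES pH 7.5, 50 mM NaCl, 5 uM MgCl2, 0.05% BSA, 1 mM DTT. OMFP (added at 50 uM) then reacted 10 min; fluorescence read at 485/525 nm.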
# Active calls of the source: *; u = inconclusive; x = not tested or not shown; [ ] = remark or other dose. Unless noted, calls come from the whole dose curve; as a rule, active = well fitted curve in the direction sought with a large enough effect; inconclusive = small, poorly fitted or top-dose-only effect, or another doubt; inactive = no such curve, though single readings can be large; an effect the other way counts as inactive or inconclusive. This is a subset. The share of hits here may be higher or lower than overall.
SMILES,BCR signal inh,ASM inhibitor,hERG WT inh,TSHR antag,MBNL1 CUG block,USP2a block,Mito fusion act,PKM2 act,Menin-MLL TR inh,GALK inhibitor,Eya2 phos inh
COc1ccc(OCC(=O)NNC(=O)C(=O)Nc2ccc(C)cc2)cc1,-0.6%,1.9%,-5.4,6.8,x,2.0%,0.7%,-13.1%,-7.3%,-2.3%,8.0%
COc1ccc(S(=O)(=O)Nc2c(C)ccc3nsnc23)cc1OC,4.9%,-2.1%,5.8,0.2,u,1.3%,3.7%,13.0%,3.3%,-0.3%,12.8%
C/C(=N\Nc1ccc(Cl)c(C(=O)O)c1)c1ccc(N2CCOCC2)cc1,u,-15.4%,-3.6,-3.0,19.0%,-4.1%,-1.1%,x,44.4%[activator],2.0%,-6.4%
O=C(NNC(=O)c1ccc(Br)o1)c1csc(N2CCOCC2)n1,-1.2%,-0.8%,-5.3,12.5,x,4.7%,-1.2%,x,x,x,-11.5%
Nc1nccnc1C(=O)OCc1nc2sc3c(c2c(=O)[nH]1)CCCC3,-4.7%,22.7%,-4.3,-0.1,x,5.9%,0.3%,x,x,x,0.3%
COCC(=O)Nc1ccc(S(=O)(=O)N2CCCC2)cc1,1.0%,5.2%,-8.1,-1.6,-9.2%,1.4%,-1.6%,x,-14.6%,2.1%,4.7%
CC(C)(C)NC(=O)C(c1cccs1)N(C(=O)c1csnn1)c1cccc(F)c1 (stereo not drawn),u,5.2%,1.3,7.8,-5.6%,-1.1%,8.0%,-1.5%,-8.7%,0.6%,8.1%
CCc1cc(C(=O)N2CCN(S(=O)(=O)c3cc(C)ccc3C)CC2)sc1C,1.7%,-0.7%,-11.5,-16.0,x,-5.9%,23.9%,x,x,x,0.4%
O=[N+]([O-])c1cc(-c2ccc(/C=N\n3cnnc3)o2)cc([N+](=O)[O-])c1,2.6%,-6.4%,-6.8,25.8,u,u,-6.7%,x,u,x,-13.4%
CCCCN(C)C(=O)c1cn(CC)c2ccc(S(=O)(=O)N(C)C)cc2c1=O,u,0.0%,0.8,-8.1,-18.2%,-2.3%,1.2%,3.6%,8.5%,1.8%,1.8%
Clc1ncc(CN2CCN(c3ccccc3)CC2)s1,0.0%,0.0%,-3.6,7.0,-6.9%,6.5%,0.5%,1.0%,1.6%,3.1%,-3.9%
COc1ccc(C(=O)NCc2nnc(SCC(=O)Nc3ccccc3F)o2)cc1,-0.3%,2.3%,9.5,18.2,-3.3%,2.4%,7.5%,-3.1%,6.8%,-0.3%,-2.7%
O=C(CCN1C(=O)/C(=C/c2ccc(F)cc2)SC1=S)NC1CCS(=O)(=O)C1 (stereo not drawn),u,-11.2%,4.5,13.2,u,3.7%,-7.1%,x,x,-6.0%,-8.2%
Cc1ccc(C)c(NC(=O)CN(C)C(=O)Cn2c(=O)oc3ccccc32)c1,u,4.7%,0.4,2.9,x,0.6%,-6.4%,x,x,x,5.1%
C=C(C)[C@@H]1CC[C@]2(C(=O)O)CC[C@]3(C)C(CCC4[C@@]5(C)CC[C@H](O)C(C)(C)C5CC[C@]43C)C12 (stereo partly drawn),-20.2%,-2.3%,0.7,-7.1,-4.7%,-0.8%,-0.3%,-0.1%,10.9%,x,-27.6%
Cc1nnc(N(C)C(=O)c2cccnc2)s1,-1.2%,0.6%,-7.9,-0.3,-2.4%,-0.4%,1.8%,7.5%,-22.1%,0.9%,3.5%
CCOCCCNC(=O)c1c[nH]c2cc(OC)ccc2c1=O,8.5%,-0.9%,-2.2,-6.3,1.4%,1.1%,-7.5%,0.7%,-3.2%,-0.7%,-1.8%
Cc1cc(OC(F)F)ccc1NC(=S)NC1CCCC1,u,2.0%,0.6,-4.0,-6.1%,4.8%,-8.0%,3.2%,9.5%,-2.7%,-6.1%
NS(=O)(=O)c1ccc(CCNC(=O)CN2C(=O)c3ccccc3S2(=O)=O)cc1,u,4.7%,0.6,-0.3,x,1.4%,-8.0%,x,x,x,-16.2%
Cc1[nH]n(-c2ccccc2)c(=O)c1CCO,0.3%,-1.2%,u,-6.5,-6.7%,-0.1%,-1.9%,-0.4%,3.8%,0.8%,-6.8%
Cc1cc(NS(=O)(=O)c2ccc(NC(=O)COc3ccc(C#N)cc3)cc2)nc(C)n1,2.4%,2.0%,-10.5,x,x,5.8%,x,x,x,x,11.4%
CC(C)C(NC(=O)c1ccc(Cl)cc1Cl)C(=O)N1CCC1 (stereo not drawn),4.8%,3.7%,-1.5,6.8,x,1.6%,x,x,x,x,5.8%
CCOc1ccc(/C=C\C(C)=N\O)cc1,-28.8%,-7.0%,4.5,1.2,20.3%,-1.2%,-1.2%,-28.0%,11.6%,0.3%,1.0%
CCCCCC1=C(C(=O)OC)C(C(=O)OCC)N(S(=O)(=O)C(F)(F)F)c2ccccc21 (stereo not drawn),7.4%,-2.7%,16.4,-10.8,x,4.4%,x,x,3.0%,x,-11.3%
O=C(CSc1nc2ncc(Cl)cc2[nH]1)c1ccc2c(c1)OCO2,3.0%,1.1%,1.5,2.8,63.2%[activator],-13.8%,2.5%,3.6%,x,-0.2%,-10.4%
# Later entries
SMILES,BCR signal inh,ASM inhibitor,hERG WT inh,TSHR antag,MBNL1 CUG block,USP2a block,Mito fusion act,PKM2 act,Menin-MLL TR inh,GALK inhibitor,Eya2 phos inh
CC(C)Nc1nc(NC(C)C)nc(Nn2cnnc2)n1,0.7%,3.5%,-6.1,1.1,-4.0%,0.5%,-4.0%,0.3%,32.4%[activator],-0.3%,1.7%
Cc1cccc(C(=O)OCc2cnc(Cl)s2)c1,-2.9%,2.4%,4.0,-1.3,-13.7%,0.3%,3.0%,3.4%,1.3%,1.7%,-10.3%
COc1ccc(C)cc1S(=O)(=O)Nc1ccncc1,6.0%,-0.7%,7.3,26.4,-1.7%,1.3%,-1.8%,-4.3%,-26.9%,8.7%,-15.0%
CCOC(=O)C1CCCN(c2nc3ccccc3nc2C(C#N)C(=O)OC(C)COC)C1 (stereo not drawn),20.0%,11.2%,1.2,3.6,3.6%,0.1%,16.0%,-6.4%,-4.2%,1.7%,-4.7%
CCCOc1ccc(/C=N/Nc2ccccc2[N+](=O)[O-])c(OCCC)c1,-3.4%,-12.2%,-2.6,3.8,-22.5%,-8.9%,-1.3%,-9.7%,u,2.5%,-9.9%
O=C(c1ccc2ccccc2c1)N1CCN(c2ccc([N+](=O)[O-])c(N3CCOCC3)c2)CC1,-1.6%,-18.5%,3.2,-13.7,u,-9.5%,4.9%,4.0%,-4.2%,-1.2%,0.5%
CCCCOc1ccc(C(=O)NCC(=O)NCC(c2cccs2)N2CCOCC2)cc1 (stereo not drawn),-0.1%,0.2%,-1.8,5.7,x,-0.5%,-1.2%,x,x,x,-1.7%

# Among those listed so far, these contain a COOH group:
SMILES,BCR signal inh,ASM inhibitor,hERG WT inh,TSHR antag,MBNL1 CUG block,USP2a block,Mito fusion act,PKM2 act,Menin-MLL TR inh,GALK inhibitor,Eya2 phos inh
C/C(=N\Nc1ccc(Cl)c(C(=O)O)c1)c1ccc(N2CCOCC2)cc1,u,-15.4%,-3.6,-3.0,19.0%,-4.1%,-1.1%,x,44.4%[activator],2.0%,-6.4%
C=C(C)[C@@H]1CC[C@]2(C(=O)O)CC[C@]3(C)C(CCC4[C@@]5(C)CC[C@H](O)C(C)(C)C5CC[C@]43C)C12 (stereo partly drawn),-20.2%,-2.3%,0.7,-7.1,-4.7%,-0.8%,-0.3%,-0.1%,10.9%,x,-27.6%

# Source: PubChem BioAssay
